# NIH3T3 tox = kills NIH 3T3 cells. 94,000 tested, 4.3% active. NIH 3T3 viability, CellTiter-Glo ATP luminescence, 48-72 h. AID 1345082. Potency, µM (doses to about 96.7 µM), inactives show at the highest dose activity change, negative = cytotoxicity, actives largely listed as inhibitors; further: potency means the concentration at half of the fitted maximal effect; nearly all actives have a fitted effect of over 55% in size
#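 Cells were seeded at 400 per well, treated with pin-transferred compound, and kept 48 or 72 hr at 37 °C before CellTiter-Glo addition and luminescence imaging of cellular ATP.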
# HEK cytotox = HEK 293 cell cytotoxicity. HEK 293 viability, ATP luminescence (CellTiter-Glo), 48-72 h. Potency, µM (doses to about 115 µM), for the others: at the top dose activity change, negative = cytotoxicity, most hits filed as inhibitors. 94,000 tested, 6.6% active. AID 1345083; further: potency means the concentration at half of the fitted maximal effect; nearly all actives have a fitted effect of over 60% in size
#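 ATP-coupled CellTiter-Glo luminescence served as viability read-out, recorded 10 min after reagent addition at room temperature. HEK 293 cells, 250 cells/well, had been incubated with pintool-transferred compound for 48 or 72 hr at 37 degree Celsius.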
# HEK293 viab = reduces viability of HEK-293 SNCA reporter cells; HEK-293-SNCA-luc viability, GF-AFC fluorescence, 24 h; AID 1671193; Potency, µM (top dose mostly 57.1 µM), for the others: at the top dose activity change, negative = cytotoxicity, most hits filed as cytotoxic; 150,000 tested, 0.12% active;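 further: potency means the concentration at half of the fitted maximal effect; 0% = DMSO-treated cells and -100% = medium-only wells without cells; nearly all actives have a fitted effect of over 30% in size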
#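 HEK-293-SNCA-luc cells (1500/well) plated 24 h, then exposed 24 h to a dilution series; GF-AFC added 30 min at 37C, fluorescence 405/540 nm; normalised to medium-only and DMSO wells, Hill fit.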
# IP6K1 inhibitor = inhibitors of human IP6K1. 140,000 tested, 0.81% active. AID 1645851. Q92551. activity change, % (series mostly up to about 58 µM). IP6K1 kinase, ADP-Glo luminescence, 2 h; active compounds read low; in the data active means activity change below about -25%
# Target sequence (Q92551 whole entry, looked up): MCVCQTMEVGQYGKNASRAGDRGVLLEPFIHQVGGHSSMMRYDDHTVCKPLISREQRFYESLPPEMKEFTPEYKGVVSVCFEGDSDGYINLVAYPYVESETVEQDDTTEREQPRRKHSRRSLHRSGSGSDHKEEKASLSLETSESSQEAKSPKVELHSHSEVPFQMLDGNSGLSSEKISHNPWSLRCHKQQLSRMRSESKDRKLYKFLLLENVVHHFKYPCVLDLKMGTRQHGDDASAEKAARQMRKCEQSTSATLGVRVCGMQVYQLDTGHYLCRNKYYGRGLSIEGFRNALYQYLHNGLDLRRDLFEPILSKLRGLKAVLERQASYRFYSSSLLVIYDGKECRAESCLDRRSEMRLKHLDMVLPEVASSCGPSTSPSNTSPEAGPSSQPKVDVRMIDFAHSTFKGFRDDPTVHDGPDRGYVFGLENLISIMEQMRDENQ
#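 ADP-Glo luminescence measures ADP made by human IP6K1 during a 2 h RT reaction with ATP/IP6 (mix at 1.3 mM/130 uM); top library doses 57.5 and 19.1 uM final.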
# GPT2 inhibitor = blocks human glutamate pyruvate transaminase 2. Q8TD30. Recombinant GPT2, coupled pyruvate oxidase/HRP Amplex Red fluorescence. Potency, µM (top dose mostly 57.7 µM), for the others: at the highest dose activity change, negative = inhibition, hits mostly inhibitors. 100,000 tested, 0.25% active. AID 1671188; further: potency means the concentration at half of the fitted maximal effect; nearly all actives have a fitted effect of over 60% in size; many of its hits are not listed in these tables
# Target sequence (Q8TD30 whole entry, looked up): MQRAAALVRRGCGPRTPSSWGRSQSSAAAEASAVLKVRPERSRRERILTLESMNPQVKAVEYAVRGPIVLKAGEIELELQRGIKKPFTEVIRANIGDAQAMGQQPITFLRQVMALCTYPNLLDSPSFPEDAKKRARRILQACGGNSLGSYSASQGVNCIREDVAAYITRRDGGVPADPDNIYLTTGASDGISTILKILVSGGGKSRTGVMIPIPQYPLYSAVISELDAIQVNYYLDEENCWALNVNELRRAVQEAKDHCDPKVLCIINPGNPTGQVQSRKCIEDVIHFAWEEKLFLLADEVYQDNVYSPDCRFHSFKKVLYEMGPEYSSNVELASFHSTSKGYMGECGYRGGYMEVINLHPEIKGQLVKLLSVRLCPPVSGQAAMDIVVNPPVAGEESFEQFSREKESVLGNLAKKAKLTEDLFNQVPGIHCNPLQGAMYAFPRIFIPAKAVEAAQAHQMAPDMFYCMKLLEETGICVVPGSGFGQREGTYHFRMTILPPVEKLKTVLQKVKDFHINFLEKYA
#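 Fluorescence of coupled pyruvate oxidase/HRP/Amplex Red system (50uM Amplex, 30 min, dark) reports pyruvate formed by GPT2. Enzyme reaction: 10ng/uL GPT2, 2mM L-alanine, 250uM a-KG, 30 min room temperature, pH 7.5; 50uM AOA control.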
# SNCA expr inhib = inhibitors of alpha-synuclein (SNCA) gene expression. HEK-293 SNCA-luciferase knock-in, luminescence, 24 h. Potency, µM (series often up to 57.2 µM), for inactives: at the top dose activity change, negative = inhibition, actives largely listed as inhibitors. 140,000 tested, 0.17% active. AID 1671194;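 further: potency means the concentration at half of the fitted maximal effect; plate controls were DMSO cells for no effect and cell-free wells for full effect; nearly all actives have a fitted effect of over 45% in size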
# FLuc inh = blocks purified firefly luciferase enzyme activity | purified P. pyralis luciferase, luminescence, biochemical | 76,000 tested, 2.5% active | AID 1347043 | P08659 | Potency, µM (series often up to 115 µM), for inactives: at the top dose activity change, negative = inhibition, most hits filed as inhibitors; further: potency means the concentration at half of the fitted maximal effect; nearly all actives have a fitted effect of over 65% in size
#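 Purified 10nM P. pyralis luciferase with 10uM D-luciferin and 10uM ATP in 50mM Tris acetate pH 7.5, 10mM Mg acetate, 0.01% Tween-20, 0.05% BSA. qHTS titration; luminescence read by CCD imager.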
# Numbers without * were called inactive; i = inactive; ? = inconclusive; / = no result given; & = joins results of further samples; [ ] = remark or other dose. Unless noted, the call rests on the fitted dose curve; in most records, active means well fitted curve in the direction sought with a large enough effect; inconclusive means small, poorly fitted or top-dose-only effect, or another doubt; inactive means no such curve, though single readings can be large; an effect the other way counts as inactive or inconclusive. Unless noted, on the % scale 0 is the no-effect control and ±100 the full control effect.
item	SMILES	NIH3T3 tox	HEK cytotox	HEK293 viab	IP6K1 inhibitor	GPT2 inhibitor	SNCA expr inhib	FLuc inh
1	O=C1CC(c2ccccc2)N(Cc2ccncc2)CCCN(C(=O)C2CCOCC2)CCN1 (configuration not stated)	2.3%	i	3.9%	12.3	-14.8%	2.5%	-7.0%
2	CCOC(=O)C1CCN(C(=O)Cn2nc(C)n3c(cc4cc(C)ccc43)c2=O)CC1	/	/	-8.9%	-35.4*	/	-18.4%	/
3	CC(NC(=O)C1CCN(c2nccc(Nc3ccccc3Cl)n2)CC1)c1ccc(F)cc1 (configuration not stated)	31.6µM*	39.8µM*	-29.7%	-3.9	i	?	/
4	CC(C)N1CC2CCC(C1)N2Cc1cccc(-c2ccc(F)cc2F)c1	-7.7%	-1.0%	6.7%	3.0	i	4.2%	/
5	O=C(NC1CCCC1)c1ccc(N2CC3CC(C2)[C@H]2CCCC(=O)N2C3)nc1 (some centres not stated)	-10.6%	-10.1%	5.9%	14.0	i	21.9%	1.3%
6	O=C(O)C[C@@H]1CCN(C(=O)c2cccs2)C[C@@H]1CCN1CCN(c2ccc(F)cc2)CC1	4.9%	i	13.4%	-2.2	-5.1%	4.3%	3.9%
7	CCn1nccc1C(=O)N1CCC(N2C(=O)[C@H](OC)[C@@H]2c2ccncc2)CC1	-12.6%	-5.5%	17.5%	4.3	i	0.6%	-9.6%
8	CCCC1CN(Cc2cccs2)C(=O)c2cccnc2O1 (configuration not stated)	-24.0%	?	/	-5.9	/	/	/
9	Cc1ccc(CN2CCc3nc(C(=O)Nc4ccccc4)oc3CC2)cc1	?	?	-10.7%[87.6 µM]	10.4	-6.7%[88.5 µM]	58.9%[activator][87.6 µM]	5.01µM*
10	COc1ccc(-c2cc(C(C)=O)c(C)n2CCC(=O)NC2CCCCC2)cc1	/	/	-1.0%	-9.8	/	15.5%	/
11	Cc1ccc(OC(C)C(=O)Nc2nonc2-c2ccc(Br)cc2)cc1C (configuration not stated)	/	/	3.9%	-1.1	/	-23.3%	/
12	CC(C)CNc1ncnc2c1nnn2C	/	/	4.6%	-15.3	/	40.1%[activator]	/
13	CCOC(=O)c1sc(NC(=O)C(C)Sc2nc(-c3ccccc3)cc(C(F)(F)F)n2)c(C(=O)OC)c1C (configuration not stated)	/	/	6.3%	33.2	/	25.7%	/
14	O=C1N2CCCC2CN1C1CCN(Cc2cccc(F)c2)CC1 (configuration not stated)	?	-24.2%[172 µM]	-5.5%[87.6 µM]	2.2	i	8.1%[87.6 µM]	-6.9%[172 µM]
15	O=C(c1ccccc1Br)N1CC(n2cc(COc3ccc(F)cc3)nn2)C1	?	-34.3%	4.4%	27.0	-19.0%	-10.2%	-7.0%
16	CN(C)c1ccc(-c2nnc([C@H]3CCN(c4nccc(C(F)(F)F)n4)C3)o2)cc1	-14.0%[138 µM]	-7.6%[172 µM]	1.7%[87.6 µM]	-7.4	1.0%[88.5 µM]	27.9%[87.6 µM]	11.6%[172 µM]
17	CCOc1ccc(-c2nnc(SCC(=O)N(CC)c3cccc(C)c3)o2)cc1	/	/	2.0%	-2.8	/	-0.4%	/
18	CCCN(C(=O)c1nn(-c2ccc(OC)cc2)c(=O)c2c1c1ccccc1n2C)c1ccc(CC)cc1	/	/	3.3%	-8.8	/	66.2%[activator]	/
19	COc1ccccc1Cn1c(CNS(=O)(=O)c2ccccc2Cl)nc2cccnc21	/	/	-21.6%	1.5	/	-11.0%	/
20	O=C(c1ccccc1Cl)N1CCCC(C(=O)N2CCC(c3nc4ccncc4[nH]3)C2)C1 (configuration not stated)	-2.7%	-5.0%	8.2%	11.4	-8.6%	18.5%	/
21	COc1ccc(NC(=O)Cn2c(=O)c(-c3cc(C)ccc3NC(C)=O)nc3ccccc32)c(OC)c1	/	/	0.5%	14.6	/	-11.8%	/
22	Cc1ccc(CSc2nc3cccnc3n2Cc2nc(-c3ccccc3F)oc2C)cc1	/	/	-24.6%	6.3	/	-15.6%	/
23	CC(C)=CCC1(CO)CCCN(Cc2[nH]c3ccc(F)cc3c2C)C1 (configuration not stated)	22.4µM*	20µM*	?	0.8	-8.4%	-21.4%	8.1%
24	O=C(c1cccc(-n2cnnc2)c1)N1CCCCCC1c1cccc(F)c1 (configuration not stated)	-0.4%	-5.5%	3.4%	3.2	i	13.0%	-5.5%
25	O=C(O)C[C@@H](NC(=O)c1cc(-c2ccc(-c3ccncc3)cc2)cs1)c1ccccc1	/	/	-30.3%	-4.3	i	/	/

# 9 of these compounds in a different format:
1	O=C1CC(c2ccccc2)N(Cc2ccncc2)CCCN(C(=O)C2CCOCC2)CCN1 (configuration not stated)
2	CCOC(=O)C1CCN(C(=O)Cn2nc(C)n3c(cc4cc(C)ccc43)c2=O)CC1
3	CC(NC(=O)C1CCN(c2nccc(Nc3ccccc3Cl)n2)CC1)c1ccc(F)cc1 (configuration not stated)
4	CC(C)N1CC2CCC(C1)N2Cc1cccc(-c2ccc(F)cc2F)c1
5	O=C(NC1CCCC1)c1ccc(N2CC3CC(C2)[C@H]2CCCC(=O)N2C3)nc1 (some centres not stated)
6	O=C(O)C[C@@H]1CCN(C(=O)c2cccs2)C[C@@H]1CCN1CCN(c2ccc(F)cc2)CC1
7	CCn1nccc1C(=O)N1CCC(N2C(=O)[C@H](OC)[C@@H]2c2ccncc2)CC1
8	CCCC1CN(Cc2cccs2)C(=O)c2cccnc2O1 (configuration not stated)
assay / entry | 1 | 2 | 3 | 4 | 5 | 6 | 7 | 8
NIH3T3 tox | 2.3% | / | 31.6µM* | -7.7% | -10.6% | 4.9% | -12.6% | -24.0%
HEK cytotox | i | / | 39.8µM* | -1.0% | -10.1% | i | -5.5% | ?
HEK293 viab | 3.9% | -8.9% | -29.7% | 6.7% | 5.9% | 13.4% | 17.5% | /
IP6K1 inhibitor | 12.3 | -35.4* | -3.9 | 3.0 | 14.0 | -2.2 | 4.3 | -5.9
GPT2 inhibitor | -14.8% | / | i | i | i | -5.1% | i | /
SNCA expr inhib | 2.5% | -18.4% | ? | 4.2% | 21.9% | 4.3% | 0.6% | /
FLuc inh | -7.0% | / | / | / | 1.3% | 3.9% | -9.6% | /

9	Cc1ccc(CN2CCc3nc(C(=O)Nc4ccccc4)oc3CC2)cc1
assay / entry | 9
NIH3T3 tox | ?
HEK cytotox | ?
HEK293 viab | -10.7%[87.6 µM]
IP6K1 inhibitor | 10.4
GPT2 inhibitor | -6.7%[88.5 µM]
SNCA expr inhib | 58.9%[activator][87.6 µM]
FLuc inh | 5.01µM*

# Following part.
item	SMILES	NIH3T3 tox	HEK cytotox	HEK293 viab	IP6K1 inhibitor	GPT2 inhibitor	SNCA expr inhib	FLuc inh
26	COc1ccc(C(=O)c2cnc3ccc(C)cc3c2S(=O)(=O)c2ccccc2)cc1	/	/	-18.4%	-12.5	/	?	/
27	CCCCCn1c(=O)[nH]c2cc(C(=O)Nc3ccc(F)c(F)c3)ccc2c1=O	/	/	-0.7%	-7.7	/	3.9%	/
28	CN(Cc1ncc[nH]1)C(=O)C1CCC(=O)N(CCN2CCOCC2)C1 (configuration not stated)	-16.8%	-8.9%	-2.4%	11.9	-10.7%	7.1%	12.0%
29	COc1ccc(Cl)cc1C(=O)Nc1sc2c(c1C(=O)OC(C)C)CCCC2	/	/	7.1%	20.6	/	-17.8%	/
30	CC(NC(=O)OCc1ccccc1)c1nc2cccnc2n1C1CCCC1 (configuration not stated)	?	?	-18.4%&-14.6%	5.1&14.9	-0.1%&4.2%	33.2%&20.6%[activator]	0.1%
31	CCOC(=O)c1noc2ncn(CC(=O)Nc3cccc(C(F)(F)F)c3)c(=O)c12	/	/	-8.7%	10.7	/	11.2%	/
32	CCC(Sc1nc2c(sc3ccccc32)c(=O)n1CCc1ccc(OC)c(OC)c1)C(=O)N(CC)CC (configuration not stated)	/	/	?	14.3	/	-11.3%	/
33	CCOC(=O)N1CCN(Cc2nc3cc(NC(=O)c4ccccc4Cl)ccc3n2C(C)C)CC1	/	/	-8.4%	-25.1*	/	-28.7%	/
34	COc1ccc(C(=O)N2CC(c3nnc(C(C)C)o3)C3(CCOCC3)C2)cc1OC (configuration not stated)	-8.0%	-0.4%	-1.5%	5.2	i	-20.0%	1.9%
35	Cc1cccc(C)c1-c1nc(C(=O)N2CCC(C#N)CC2)n2ccccc12	-3.7%	-13.1%	0.9%	-23.3	i	0.5%	/
36	CCOc1ccc(C(=O)NCc2ccc3c(c2)CCN3C(=O)c2ccc(C)cc2)cc1OCC	/	/	-16.5%	3.9	/	5.6%	/
37	CCn1cnnc1CC1CCN(C(=O)CCCC(=O)n2nc(C)c3ccccc32)CC1	-16.4%	?	4.1%	3.6	2.8%	-26.0%	-0.9%
38	O=C([C@@H]1C[C@H](F)CN1C(=O)NC1CCCC1)N1CCc2ccccc2C1	i	-5.3%	-12.0%	12.5	?	-0.8%	3.5%
39	Cc1nn(-c2ccc(C(C)C)cc2)c(C)c1[C@@H]1C=C[C@@H](NCc2cccc(Cl)c2)C1	12.6µM*	10µM*	?	-2.7	i	?	44.7µM*
40	Cc1ccc(/C=C/c2onc(C)c2S(=O)(=O)N2CCC(C(=O)Nc3cc(C)ccc3C)CC2)cc1	/	/	2.3%	10.7	/	35.3%[activator]	/
41	COc1ccc(N(C)C(=O)Cn2cnc3sc(C)c(S(=O)(=O)N4CCN(c5ncccn5)CC4)c3c2=O)cc1	/	/	-13.1%	-1.3	/	-8.5%	/
42	COc1cccc(-c2c(C(=O)NCc3ccccn3)nc3sccn23)c1	?	-19.6%	-3.0%	-0.2	i	-27.3%	/
43	Cc1nn2c(c1-c1ccccc1N1CCCC1)N(C(=O)C(C)C)CCC2	?	35.5µM*	-11.9%[87.6 µM]	13.6	i	-25.6%[87.6 µM]	4.0%[172 µM]
44	COCc1nc(C2CC(NC(=O)c3nn(C)c4c3CCCC4)C2)cc(=O)[nH]1 (configuration not stated)	-23.8%	-4.5%	-13.4%	-6.1	-0.4%	4.4%	-7.4%
45	Cn1ncc2c(C(=O)Nc3ccc(F)cc3)cc(-c3ccccc3C(F)(F)F)nc21	?	28.2µM*	/	-2.0	/	/	/
46	COCCNC(=O)c1cnc2c(c1)N(C(=O)Cc1ccc(C(C)C)cc1)CCC2	-14.4%[138 µM]	?	1.0%[87.6 µM]	2.8	-7.9%[88.5 µM]	-13.9%[87.6 µM]	1.3%[172 µM]
47	Cc1ccccc1N1CC(c2nc3ccccc3n2Cc2ccc(Br)cc2)CC1=O (configuration not stated)	/	/	?	25.1	/	?	/
48	O=C(c1cn(C/C=C/c2ccccc2)nn1)N1CCCN(C2CCCCC2)CC1	-28.2%	?	-2.7%	-0.2	i	-17.0%	-4.3%
49	CC(C)N1C(=O)C2(CCCCC2)C1C(=O)NCCCN1CCCCC1 (configuration not stated)	i	0.6%	3.9%	-4.0	1.0%	16.0%	3.9%
50	Cc1ccsc1CN(Cc1ccco1)c1cnc(S(C)(=O)=O)nc1C(=O)Nc1ccc(Cl)cc1	/	/	-1.6%	-18.0	/	6.7%	/
